Rat MKP-3 inhibitors: MKP-3 phosphatase inhibitors, primary screen, biochemical, rat enzyme, in vitro (AID 425); recombinant MKP-3 phosphatase activity, fluorescence; higher % means a stronger effect; one-dose inhibition, % at 20 µM; IC50 in µM for titrated hits; 110,000 compounds, 0.17% hits; in the data active = inhibition above about 50%;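 note: plate controls were vehicle for no effect and reference inhibitor for full effect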
Hsp70 inhibitors: small molecules displacing fluorescent ligand from Hsp70 – biochemical, fluorescence polarization, primary screen (AID 583); Hsp70 fluorescence polarization probe displacement, mP; higher % means a stronger effect; displacement, % at 20 µM; hits with a dose series show IC50 in µM; 140,000 compounds, 0.06% hits; in the data active = displacement above about 50%;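 note: plate controls were vehicle for no effect and reference ligand for full effect; a part of the inactive calls stands beside numbers as strong as those of hits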
Numbers without * were called inactive; / = not tested or not shown; & = joins results of further samples. These rows are one share of the data, so the mix of outcomes need not match the whole.

SMILES	Rat MKP-3 inhibitors	Hsp70 inhibitors
Cc1ccc(Cn2c(NC(=O)c3cccs3)nc3ccccc32)cc1	6%	-0.5%
COc1ccc(/C=N/Nc2cc(N3CCOCC3)ncn2)c(OC)c1	3%	-1.3%
O=C(c1cc2ccccc2oc1=O)N(Cc1ccccc1)Cc1ccc2c(c1)OCO2	/	-4.8%
CCCSc1nnc(Nc2ccccc2C)s1	/	1.8%
Cc1cccc(Cl)c1NC(=O)C1CC(=O)N(c2ccc(Br)cc2)C1 (stereo not drawn)	2%	/
Cc1ccc(C(=O)Nc2cc(-c3cccc(C)c3)[nH]n2)cc1	-3%	0.0%
CCNC(=O)CC1SC(=Nc2ccc(C)cc2)N(CC)C1=O (stereo not drawn)	/	-3.7%
CCCN(CCC)CCNC(=O)C1CCCN(S(=O)(=O)c2ccc3c(c2)oc(=O)n3C)C1 (stereo not drawn)	1%	2.9%
COC(=O)C1=C(C)NC2=C(C(=O)c3ccccc32)C1c1ccc(-c2ccc(C(=O)O)cc2)o1 (stereo not drawn)	-4%&2%	-3.8%&4.8%
COC(=O)c1c(-c2ccccc2)csc1NC(=O)C1CC=CCC1C(=O)O (stereo not drawn)	-1%	-3.1%
CN1CCN(/C(=N\O)c2nonc2N)CC1	1%	-1.1%
Cc1cccc(OCCCC(=O)O)c1	-4%	2.0%
Cc1ccc(NS(=O)(=O)c2ccc(C)c([N+](=O)[O-])c2)cc1	3%	-4.3%
Brc1ccc(-c2nc(Cc3ccccc3)no2)cc1	-2%	-0.3%
COC(=O)c1ccc(NC(=O)C2CCCN2S(=O)(=O)c2ccc(F)cc2)cc1 (stereo not drawn)	2%	3.4%
COc1cc(Br)ccc1NC(=O)c1ccccc1-c1ccccc1C(=O)O	1%	0.6%
COCCN(C(=O)CCC(=O)Nc1cccnc1)C(C(=O)NC1CCCCC1)c1ccccc1 (stereo not drawn)	-5%	4.0%
CCN1CCN(CCCNC(=O)C(NC(=O)C2CCC(C)CC2)C(C)C)CC1 (stereo not drawn)	-8%	-2.6%
Cc1cccc2cc(COC(=O)c3cccnc3)c(=O)[nH]c12	0%	-0.1%
Cc1cccc2cc(C(c3nnnn3CC3CCCO3)N3CCCc4ccccc43)c(=O)[nH]c12 (stereo not drawn)	0%	-4.1%
O=C(CN1C(=O)c2ccccc2C1=O)Nc1ccccc1F	8%	-1.6%
CCOc1ccc(OCC)c(NC(=O)CSCC(=O)O)c1	-4%	-2.4%
Cc1ccc(O)c(-c2cc(-c3ccccc3F)[nH]n2)c1	/	4.8%
COC(=O)c1ccc2c(c1)NC(=O)C(N1CCCC1)S2 (stereo not drawn)	-13%	-3.1%
Oc1cccc(/C=N/Nc2cc(N3CCCCC3)nc(N3CCCCC3)n2)c1	0%	-0.2%

An excerpt of these results, with values ahead of the structure:
Rat MKP-3 inhibitors	Hsp70 inhibitors	Molecule
6%	-0.5%	Cc1ccc(Cn2c(NC(=O)c3cccs3)nc3ccccc32)cc1
/	-4.8%	O=C(c1cc2ccccc2oc1=O)N(Cc1ccccc1)Cc1ccc2c(c1)OCO2
-2%	-0.3%	Brc1ccc(-c2nc(Cc3ccccc3)no2)cc1

Going on with the list.
SMILES	Rat MKP-3 inhibitors	Hsp70 inhibitors
O=C(NCC1CCCO1)c1ccc(S(=O)(=O)N2CCOCC2)cc1 (stereo not drawn)	4%	-3.1%
CCCCn1c(=O)[nH]c(=O)c2c1nc(COC(=O)c1c(C)noc1C)n2CCC	6%	-0.2%
Cc1cccc(OCc2n[nH]c(=S)o2)c1	-12%	-0.6%
O=C(c1ccc(N2CCCC2=O)cc1)N1CCN(c2ccccc2)CC1	-8%	3.0%
CCOc1ccc(S(=O)(=O)NCCCN2CCOCC2)cc1	/	2.5%
O=C(Nc1nnc(COc2ccc(Br)cc2)s1)C1CCCCC1	1%	0.1%
COC(=O)C1=C(C)N=c2s/c(=C/c3ccccc3OC(C)=O)c(=O)n2C1c1ccc(OC(C)=O)cc1 (stereo not drawn)	5%	-4.1%
Cc1ccc(N(C(=O)COc2ccc(Cl)cc2Cl)C2C=CS(=O)(=O)C2)cc1 (stereo not drawn)	8%	1.7%
Cc1ccc(Nc2cc(C)c(O)c(C)c2)cc1	9%	-2.5%
CC(/C=N/Nc1nnc2c(n1)[nH]c1ccccc12)=C\c1ccco1	1%	-1.1%&6.5%
COc1ccc2c(C)cc(=O)oc2c1C	-8%&2%	-2.9%&0.5%
Cc1ccc2c(COn3nnc4ccc(S(=O)(=O)N(C)C)cc43)cc(=O)oc2c1C	-3%	2.8%
Cc1nnc(SCC(=O)N2CCc3ccccc3C2)s1	/	5.3%
O=C(CSc1nnc(-c2cccnc2)n1Cc1ccccc1)NCc1ccco1	-10%	3.7%
O=Cc1cn(-c2ccccc2)nc1-c1cccc([N+](=O)[O-])c1	4%	-3.4%
O=C(c1ccccc1)c1cc2ccc(O)cc2oc1=O	/	-3.7%
COC(=O)c1cccc(S(=O)(=O)N(Cc2ccco2)Cc2cc3cc(OC)c(OC)cc3[nH]c2=O)c1	/	-1.0%
Cc1nnc(C)n1/N=C/c1ccc(Cl)c([N+](=O)[O-])c1	2%	1.9%
CC1CCCC(C)N1C(=O)Cn1c(=O)sc2ccccc21 (stereo not drawn)	-5%	-1.8%
CC1=C(C(=O)OCCC#N)C(c2cccc([N+](=O)[O-])c2)NC(=O)N1 (stereo not drawn)	0%	-0.1%
CC(=O)NCC(=O)N(C)C(C(=O)Nc1ccc2c(c1)OCCO2)c1ccccc1 (stereo not drawn)	-2%	-5.4%
CN1C2=C(C(=O)CC(C)(C)C2)C(c2cccs2)C2=C1CC(C)(C)CC2=O	4%	-1.2%
CCOCCc1nnc(NC(=O)c2cc(OC)c(OC)c(OC)c2)s1	3%	0.2%
COc1cccc(/C=C2\SC(=S)N(NC(=O)c3ccccc3)C2=O)c1	0%	3.8%
O=C(Cn1cccc1C(=O)c1ccccc1)NCc1cccnc1	-4%	0.4%
SMILES	Rat MKP-3 inhibitors	Hsp70 inhibitors
Cc1cccc(-n2ncc3c(N4CCC5(CC4)OCCO5)ncnc32)c1	1%	1.8%
OCCNCCCCOc1cccc(Cl)c1	-1%	-6.7%
COC(=O)c1ccc(-c2ccc(C(=O)N3CCCN(C)CC3)cc2)cc1	-2%	-1.5%
CC1(C)NC(=O)N(CCCCOc2ccc(Cl)cc2)C1=O	/	-8.3%
COc1cccc(-c2nc(NC(C)C)c3ccccc3n2)c1O	-5%	-2.4%
CC12CCC(C(=O)N(NC(=O)c3ccc(O)cc3)C1=O)C2(C)C (stereo not drawn)	0%	0.8%
COc1ccccc1NS(=O)(=O)c1ccc(O)c(C(N)=O)c1	-4%	3.8%
Cc1ccc(C(C)C)c(OCC(=O)Nc2cccnc2)c1	4%	-5.8%
N#Cc1c(N)n(CCc2ccc(F)cc2)c2nc3ccccc3nc12	/	-7.7%
Cc1ccc(-n2nc3c(c2NC(=O)C(C)(C)C)CSC3)c(C)c1	-8%	-0.2%
O=C(CCCOc1ccc(Cl)cc1Cl)N1CCN(c2ccccn2)CC1	-17%	4.8%
Cc1nc2cc(N3CCCCC3)c(NC(=O)c3cccnc3)cc2c(=O)n1Cc1ccccc1	4%	-20%
COc1ccc(CCNC(=O)c2cc(Cl)ccc2Cl)cc1OC	2%	-2.5%
CCCCCC1CC(CC#CCN2CCOCC2)C(=O)O1 (stereo not drawn)	-2%	0.4%
O=C(CSc1ncn[nH]1)Nc1nnc(-c2ccccc2)s1	4%	3.1%
CCc1ccccc1OCc1nc2ccc(S(=O)(=O)N3CCOCC3)cc2[nH]1	/	6.3%
O=C1CC(N(C(=O)c2ccco2)c2cccc(Cl)c2)C(=O)N1c1cccc(Cl)c1 (stereo not drawn)	/	0.6%
CC(=O)Oc1ccc(NC(=O)Cc2ccccc2)cc1	1%	4.7%
COc1ccc(C2C=C(Nc3ccc(C)cc3)C(=O)N2c2ccc(C)cc2)cc1OC (stereo not drawn)	3%	3.1%
Cc1ccccc1-c1nc(CS(=O)(=O)CC(=O)NCc2ccc3c(c2)OCO3)c(C)o1	0%	-0.7%
O=C(CSc1nnc2scc(-c3ccccc3)n12)Nc1nsc(-c2ccccc2)n1	11µM*	5.7%
COc1ccccc1N1CCN(C(c2ccc(F)cc2)c2nnnn2C(C)C)CC1 (stereo not drawn)	7%	7.9%
O=C(Nc1ccc(F)c([N+](=O)[O-])c1)c1ccc(-c2ccc(Cl)cc2Cl)o1	2%	2.5%
O=C1CCCCC(=O)N(c2ccccc2)c2ccccc21	-17%	-5.4%
CC1CCCC(N2CCN(Cc3cccnc3)CC2)C1 (stereo not drawn)	4%	-3.9%

A section taken from the entries so far:
SMILES	Rat MKP-3 inhibitors	Hsp70 inhibitors
COC(=O)c1c(-c2ccccc2)csc1NC(=O)C1CC=CCC1C(=O)O (stereo not drawn)	-1%	-3.1%
CN1CCN(/C(=N\O)c2nonc2N)CC1	1%	-1.1%
Cc1cccc(OCCCC(=O)O)c1	-4%	2.0%
Cc1ccc(NS(=O)(=O)c2ccc(C)c([N+](=O)[O-])c2)cc1	3%	-4.3%
Brc1ccc(-c2nc(Cc3ccccc3)no2)cc1	-2%	-0.3%
COC(=O)c1ccc(NC(=O)C2CCCN2S(=O)(=O)c2ccc(F)cc2)cc1 (stereo not drawn)	2%	3.4%
COc1cc(Br)ccc1NC(=O)c1ccccc1-c1ccccc1C(=O)O	1%	0.6%
COCCN(C(=O)CCC(=O)Nc1cccnc1)C(C(=O)NC1CCCCC1)c1ccccc1 (stereo not drawn)	-5%	4.0%
CCN1CCN(CCCNC(=O)C(NC(=O)C2CCC(C)CC2)C(C)C)CC1 (stereo not drawn)	-8%	-2.6%
Cc1cccc2cc(COC(=O)c3cccnc3)c(=O)[nH]c12	0%	-0.1%
Cc1cccc2cc(C(c3nnnn3CC3CCCO3)N3CCCc4ccccc43)c(=O)[nH]c12 (stereo not drawn)	0%	-4.1%
O=C(CN1C(=O)c2ccccc2C1=O)Nc1ccccc1F	8%	-1.6%
CCOc1ccc(OCC)c(NC(=O)CSCC(=O)O)c1	-4%	-2.4%
Cc1ccc(O)c(-c2cc(-c3ccccc3F)[nH]n2)c1	/	4.8%
COC(=O)c1ccc2c(c1)NC(=O)C(N1CCCC1)S2 (stereo not drawn)	-13%	-3.1%
Oc1cccc(/C=N/Nc2cc(N3CCCCC3)nc(N3CCCCC3)n2)c1	0%	-0.2%
O=C(NCC1CCCO1)c1ccc(S(=O)(=O)N2CCOCC2)cc1 (stereo not drawn)	4%	-3.1%
CCCCn1c(=O)[nH]c(=O)c2c1nc(COC(=O)c1c(C)noc1C)n2CCC	6%	-0.2%
Cc1cccc(OCc2n[nH]c(=S)o2)c1	-12%	-0.6%
O=C(c1ccc(N2CCCC2=O)cc1)N1CCN(c2ccccc2)CC1	-8%	3.0%
CCOc1ccc(S(=O)(=O)NCCCN2CCOCC2)cc1	/	2.5%
O=C(Nc1nnc(COc2ccc(Br)cc2)s1)C1CCCCC1	1%	0.1%
COC(=O)C1=C(C)N=c2s/c(=C/c3ccccc3OC(C)=O)c(=O)n2C1c1ccc(OC(C)=O)cc1 (stereo not drawn)	5%	-4.1%
Cc1ccc(N(C(=O)COc2ccc(Cl)cc2Cl)C2C=CS(=O)(=O)C2)cc1 (stereo not drawn)	8%	1.7%
Cc1ccc(Nc2cc(C)c(O)c(C)c2)cc1	9%	-2.5%
CC(/C=N/Nc1nnc2c(n1)[nH]c1ccccc12)=C\c1ccco1	1%	-1.1%&6.5%
COc1ccc2c(C)cc(=O)oc2c1C	-8%&2%	-2.9%&0.5%
Cc1ccc2c(COn3nnc4ccc(S(=O)(=O)N(C)C)cc43)cc(=O)oc2c1C	-3%	2.8%
Cc1nnc(SCC(=O)N2CCc3ccccc3C2)s1	/	5.3%

(listing goes on)
SMILES	Rat MKP-3 inhibitors	Hsp70 inhibitors
CC(C)CNC(=O)c1ccccc1-c1ccccc1C(=O)O	/	3.4%
CCc1nc(SCC(=O)c2cc(C)ccc2C)n[nH]1	-9%	0.6%
O=C(Nc1ccccc1)c1cc(S(=O)(=O)NC2CCCCC2)ccc1Br	1%	0.7%
C=CCc1cccc2cc(C(=O)NCCc3ccccc3)c(=O)oc12	-3%	2.5%
COc1ccc(NC(=O)c2ccccc2C)cc1OC	-2%	-3.7%
COc1ccc(C(=O)NC(C(=O)NCc2ccccn2)C(C)C)cc1 (stereo not drawn)	-9%	0.5%
CCCCCCSc1nc(O)c(C2OC(=O)c3c2ccc(OC)c3OC)c(=O)n1-c1ccccc1 (stereo not drawn)	/	4.5%
Cc1ccc(N2CC(C(=O)Nc3ccccn3)CC2=O)cc1 (stereo not drawn)	-6%&4%	4.2%
Clc1ccccc1CN1CCN(N=Cc2ccccc2Br)CC1	2%	6.5%
CCC(C)c1ccc(NS(=O)(=O)c2ccc(NC(C)=O)cc2)cc1 (stereo not drawn)	-3%	-0.5%
CCC(C)NC(=O)C1CN(S(=O)(=O)c2ccccc2)CCN1S(=O)(=O)c1ccccc1 (stereo not drawn)	-10%&-1%	12%&2.9%
COc1ccc(CNC(=O)CN(c2ccc(Br)cc2)S(=O)(=O)c2ccccc2)cc1	4%	-0.2%
Cc1c(C(=O)N2CCC(C)CC2)sc2ncnc(N(C)c3ccccc3)c12	/	0.4%
CC1Cc2ccccc2N1C(=O)c1ccnc(C(C)(C)C)c1 (stereo not drawn)	-7%	-1.1%
COc1ccc(-c2nc3ccncc3[nH]2)cc1OC	/	-1.5%
Cc1ccccc1C(=O)NC(NC(=O)c1ccccc1C)c1cccc([N+](=O)[O-])c1	-1%	-2.7%
COc1ccc2nc3sc(C(=O)NCc4cccs4)c(N)c3cc2c1	0%	-30%
OCC1(CO)COC(c2ccccc2)=N1	3%	/
CN1CC=C2C(C#N)=C(N)C(C#N)(C#N)C(c3cccc(Cl)c3Cl)C2C1 (stereo not drawn)	-3%	33%
C/C(=N\N=C1\NC(=O)C(CC(=O)Nc2ccccc2[N+](=O)[O-])S1)c1ccc(Br)cc1 (stereo not drawn)	-2%	0.2%
O=C(NC1CCCc2ccccc21)C1CCCO1 (stereo not drawn)	0%	-0.8%
